Screens (PubChem BioAssay)
Hep lipid drop = inhibitors of hepatocyte lipid droplet formation, primary screen, imaging, high-throughput imaging, BODIPY stain | inhibition, % at 6.5 µM | AID 1656, 2009 | actives 0.4% (n = 240,000) | AML12 mouse hepatocytes, oleate lipid droplets;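 active = lipid droplet intensity inhibited by at least 50%, with more than 500 cells counted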
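Technique: fluorescence imaging, 20x objective, two fields per well / Assay system: AML12 hepatocytes (mouse) / Measure: % inhibition of lipid droplet signal / Doses: 6.5 µM single-point dosing / Incubation: overnight exposure / Reagent: 100 µM oleic acid challenge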
AID2073 = inhibitors of Mint1-CaV2.2 protein interaction, biochemical, HTRF (AID 2073); Voltage-dependent N-type calcium channel subunit alpha-1B (Homo sapiens); HTRF protein-protein interaction, Mint1-CaV2.2; higher % means a stronger effect; inhibition, % at 20 µM; hits with a dose series show IC50 in µM; actives 0.19% (n = 290,000); in the data active = inhibition mostly above about 51%, no sharp cut-off; also: some results filed as inactive read as strong as hits
LYP inhibition = inhibitors of LYP phosphatase, biochemical, fluorescence intensity, uHTS (AID 1779); recombinant LYP phosphatase, fluorescence intensity; higher % means a stronger effect; inhibition, % at 11.5 µM; hits with a dose series show IC50 in µM; actives 0.054% (n = 290,000);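 also: plate controls were vehicle with enzyme for no effect and no enzyme for full effect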
XIAP displacement = XIAP antagonists, biochemical, IAP family, fluorescence polarization (AID 1018) | actives 0.007% (n = 200,000) | E3 ubiquitin-protein ligase XIAP (Homo sapiens) | XIAP BIR domain, fluorescence polarization peptide displacement; higher % means a stronger effect | one-dose displacement, % at 20 µM; IC50 in µM for titrated hits; in the data active = displacement above about 50%; also: a part of the inactive calls stands beside numbers as strong as those of hits
ER stress rescue = rescue of cells from ER stress-induced death, primary screen, 384-well, CSM14.1, thapsigargin, ATP luminescence (AID 1222); CSM14.1 thapsigargin-induced death rescue, ATP luminescence; higher % means a stronger effect; 190,000 tested, under 10 active; one-dose cellular ATP content (survival), % at 20 µM; EC50 in µM for titrated hits;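 active = EC50 below 50 µM in the dose-response confirmation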;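 also: death triggered by thapsigargin at about 15 µM added after 2 h compound pretreatment; cell ATP read after overnight thapsigargin exposure of roughly 18 to 22 hours; normalized against plate controls of thapsigargin alone and 5% DMSO vehicle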
M1AAP inhibition = P. falciparum M1AAP inhibitors, biochemical, fluorogenic H-Leu-NHMec substrate, 1536-well (AID 1445) | actives 0.42% (n = 220,000) | inhibition, % at 30 µM, or IC50 in µM where a hit was titrated | recombinant M1AAP, H-Leu-NHMec fluorogenic kinetic assay; higher % means a stronger effect | Aminopeptidase N (Plasmodium falciparum (isolate 3D7));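 active = primary inhibition above the hit cutoff, then over 50% inhibition at one or more dose response concentrations, cut at about 23% in these data, passing the limit was not always enough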;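 also: plate controls were DMSO full reaction for no effect and no enzyme background for full effect; strong numbers were not always called active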
HEK293 NOD2/NF-kB = NOD2 signaling inhibitors, cell-based, luminescence, uHTS, HEK293 (AID 1566); HEK293 NOD2/NF-kB luciferase reporter, luminescence; higher % means a stronger effect; inhibition, % at 4 µM; hits with a dose series show EC50 in µM; actives 0.63% (n = 290,000); also: many of its hits are not listed in these tables
M17LAP inhibition = P. falciparum M17LAP inhibitors, primary screen, biochemical, fluorogenic H-Leu-NHMec substrate, 1536-well (AID 1619); recombinant M17LAP, H-Leu-NHMec fluorogenic kinetic assay; higher % means a stronger effect; inhibition, % at 30 µM, or IC50 in µM where a hit was titrated; actives 0.38% (n = 220,000);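 active = compound inhibiting the enzyme by more than half at any dose during confirmatory dose-response retesting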;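 also: plate controls were full reaction with DMSO carrier for no effect and no enzyme background for full effect; strong numbers were not always called active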
SIAH1 antagonists = Siah-1 peptide-binding antagonists, primary screen, biochemical, fluorescence polarization, rhodamine-plectin, uHTS (AID 1817); E3 ubiquitin-protein ligase SIAH1 (Homo sapiens); displacement, % at 20 µM, or IC50 in µM where a hit was titrated; actives 0.02% (n = 290,000); Siah-1 / rhodamine-plectin peptide fluorescence polarization; higher % means a stronger effect;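 active = displacement of at least 50% at 20 µM, with a fluorescence ratio check between 0.3 and a set limit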;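 also: plate controls were Siah plus tracer with DMSO for no effect and tracer alone without Siah for full effect; strong numbers were not always called active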
Hep lipid drop cells 6.5 µM = further read-out of Hep lipid drop, marked with its call; cell count; measured here: cell count, cytotoxicity flag;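 cells counted across two imaged fields per well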
* = called active by the depositor; / = no result given. Rule as the data show it, unless noted: active = inhibition above about 50%; inactive = the rest. Some of the compounds tested; rates above refer to the full screens.

SMILES	Hep lipid drop	Hep lipid drop cells 6.5 µM	AID2073	LYP inhibition	XIAP displacement	ER stress rescue	M1AAP inhibition	HEK293 NOD2/NF-kB	M17LAP inhibition	SIAH1 antagonists
CC(C)[C@H](NC(=O)c1ccccc1)C(=O)OCc1nnc(-c2ccccc2)o1	-4	659	16%	-5%	0.8%	1.0%	6%	-1%	2%	-8%
Cc1occc1C(=O)NC1CCCN(Cc2ccc(CC(C)C)cc2)C1 (stereo unspecified)	0	796	-1%	-9%	/	/	/	-6%	/	5%
Cc1ccsc1-c1cc(C(=O)O)c2c(ccc3ccccc32)n1	-6	769	28%	-3%	/	/	/	-44%	/	1%
Cn1c(=O)[nH]c(=O)c2c1nc(NCc1ccccc1)n2CCCc1ccccc1	/	/	1%	-4%	-4.6%	1.2%	-3%	8%	-6%	-6%
O=C(COc1cccc2ccccc12)N/N=C/c1ccco1	7	791	7%	-5%	/	/	/	6%	/	-1%
Cc1ccc(S(=O)(=O)N2CCN(S(=O)(=O)N(C)C)CC2)c(C)c1	-3	769	10%	-4%	-2.8%	-0.2%	-1%	17%	6%	0%
Cc1ccc(C)c(S(=O)(=O)NCCN2CCOCC2)c1	15	700	3%	-4%	/	/	/	18%	/	5%
Cc1c(CC(=O)NCC(=O)NCC(=O)O)c(=O)oc2c(C)c3oc4c(c3cc12)CCCC4	21	838	26%	-2%	/	/	/	12%	/	-3%
COc1ccc(NC(C)=O)cc1S(=O)(=O)Nc1ccccc1C(=O)N1CCCC1	-2	694	-7%	-4%	-2.6%	-0.4%	5%	3%	34%	4%
O=C(N/N=C/C=C/c1ccccc1)c1ccc(Br)cc1	-1	830	0%	-7%	-0.2%	-1.2%	3%	12%	5%	2%
CC1=C(C(=O)Nc2ccccc2)C2(CCCCC2)C(C#N)=C(S)N1	-3	733	8%	-2%	0.0%	0.1%	11%	-3%	13%	4%
CNc1nc(N)c([N+](=O)[O-])c(Nc2cccc(F)c2)n1	-10	720	9%	-7%	/	/	9%	14%	-4%	-1%
Nc1nc(CSCc2ccccc2)nc(N2CCOCC2)n1	5	687	-1%	-11%	-6.0%	0.2%	1%	-26%	8%	-4%
COc1ccc2nc(SCC(=O)N3CCCCC3)c(C#N)cc2c1	5	756	3%	1%	-3.2%	-2.7%	19%	-31%	9%	1%
CCOC(=O)N1CCN(S(=O)(=O)c2ccc3c(c2)CC(C)N3C(C)=O)CC1 (stereo unspecified)	11	755	1%	-6%	/	/	/	1%	/	1%
COc1ccc(N(Cc2ccccc2)S(=O)(=O)c2ccc(C)cc2)cc1	-6	693	-5%	-1%	-7.2%	1.0%	-1%	11%	0%	0%
COc1ccc(NC(=O)c2ccc(C)cc2Cl)c([N+](=O)[O-])c1	/	/	-5%	-2%	-3.1%	-1.5%	2%	-68%	5%	0%
O=C(O)c1cccc(-n2cccc2/C=C\[N+](=O)[O-])c1	14	758	14%	-2%	-2.8%	0.4%	4%	2%	15%	26%
Cc1ccc(-c2nnn(CC(=O)N(Cc3ccccc3)C(C(=O)NC3CCCC3)c3ccncc3)n2)o1 (stereo unspecified)	/	/	17%	-7%	-4.9%	0.3%	8%	2%	8%	6%
Cc1ccccc1-n1c(=O)c2ccccc2n2cnnc12	30	788	1%	-6%	-2.5%	-0.6%	-6%	22%	-9%	4%
O=C(O)C1=NN(c2c(F)c(F)cc(F)c2F)C(=O)CC1	-6	804	13%	-6%	/	/	/	6%	/	4%
COc1ccc(OCc2cc(C(=O)N(C)C3CCOCC3)no2)c2ccccc12	3	673	-1%	-15%	/	/	/	-14%	/	-1%
CC(=O)Nc1ccc(-c2nn[nH]n2)cc1Cl	3	697	3%	-1%	1.1%	/	7%	7%	-2%	4%
COc1ccc(N(C)S(=O)(=O)c2cccc(C(=O)NC3CCCCC3C)c2)cc1 (stereo unspecified)	-16	635	5%	7%	-8.7%	0.9%	2%	-24%	14%	-1%
CC1Nc2ccccc2C(=O)N1NS(=O)(=O)c1ccccc1 (stereo unspecified)	13	660	-3%	-8%	-6.9%	-1.8%	1%	14%	-23%	5%
CCOC(=O)c1nn(-c2ccccc2)c(=O)c(C#N)c1C	4	734	17%	3%	-6.2%	-0.8%	2%	-14%	9%	-3%
COc1ccc(/C=N/Nc2ncccc2[N+](=O)[O-])c(OC)c1	6	658	21%	-1%	-5.4%	-0.2%	14%	-120%	16%	-7%
Cc1ccnc(NS(=O)(=O)c2ccc(NC(=O)CC(C)c3ccccc3)cc2)n1 (stereo unspecified)	-1	808	3%	-6%	/	/	/	2%	/	6%
CC1CCCN(CC(O)COC(c2ccccc2)c2ccccc2)C1 (stereo unspecified)	21	726	-5%	-3%	2.6%	-2.8%	5%	5%	12%	5%
O=C(NC1CCCCCC1)C1CCCN(S(=O)(=O)c2cnc[nH]2)C1 (stereo unspecified)	/	/	-5%	-6%	-3.4%	-1.0%	2%	19%	-3%	-4%

Pulled one by one from above, two records:
SMILES	Hep lipid drop	Hep lipid drop cells 6.5 µM	AID2073	LYP inhibition	XIAP displacement	ER stress rescue	M1AAP inhibition	HEK293 NOD2/NF-kB	M17LAP inhibition	SIAH1 antagonists
Cc1ccc(-c2nnn(CC(=O)N(Cc3ccccc3)C(C(=O)NC3CCCC3)c3ccncc3)n2)o1 (stereo unspecified)	/	/	17%	-7%	-4.9%	0.3%	8%	2%	8%	6%
COc1ccc(NC(=O)c2ccc(C)cc2Cl)c([N+](=O)[O-])c1	/	/	-5%	-2%	-3.1%	-1.5%	2%	-68%	5%	0%

The list continues.
SMILES	Hep lipid drop	Hep lipid drop cells 6.5 µM	AID2073	LYP inhibition	XIAP displacement	ER stress rescue	M1AAP inhibition	HEK293 NOD2/NF-kB	M17LAP inhibition	SIAH1 antagonists
O=C(Nc1ccc2nc3n(c(=O)c2c1)CCCC3)c1ccccc1F	-1	817	9%	-7%	/	/	/	14%	/	4%
Cc1cc(NC(=O)c2ccc3c(c2)C(=O)N(CCC(C)C)C3=O)no1	-9	763	-3%	-2%	-7.5%	-0.5%	3%	0%	-11%	1%
CCCCN1C(=O)C2NN=C(C(=O)OC)C2C1=O (stereo unspecified)	-5	812	-6%	-8%	-5.6%	-0.8%	-1%	-2%	2%	-2%
CC1=C/C(=N\OS(=O)(=O)c2ccccc2)C(C)=CC1=O	-77	648	-45%	-2%	-0.8%	-2.5%	2%	-68%	6%	-2%
Cc1ccc(S(=O)(=O)Nc2nc3ccccc3nc2N2CCN(c3ccccc3F)CC2)cc1	0	732	10%	8%	-1.8%	-2.9%	7%	34%	-18%	-5%
CC(CCc1ccccc1)NC(=O)COC(=O)c1ccc([N+](=O)[O-])cc1 (stereo unspecified)	1	799	15%	-10%	/	/	/	4%	/	2%
CC1C(c2ccccc2)N(C)C(c2ccccc2)CC1(O)c1ccc(F)cc1 (stereo unspecified)	-10	735	11%	-6%	-2.8%	-0.2%	0%	-4%	-7%	4%
CC(NC(=O)Nc1ccccc1)C(c1cccs1)N1CCN(c2ccccc2)CC1 (stereo unspecified)	2	693	2%	3%	-6.0%	1.2%	11%	-38%	2%	-1%
CC(=O)OCCNC(=O)Cn1cnc2c1c(=O)n(C)c(=O)n2C	3	739	3%	-5%	-4.6%	8.7%	-1%	9%	4%	4%
O=C(CSc1nc(Nc2ccccc2)nc(N2CCOCC2)n1)NC1CCCCC1	-21	658	3%	-7%	/	/	/	6%	/	0%
C=CCOc1ccc(/C=N/NC(=O)c2cc3c(OC)cc(OC)cc3[nH]2)cc1	56*	829*	24%	2%	/	/	/	5%	/	1%
O=C(OC(C(=O)NCc1ccc2c(c1)OCO2)c1ccccc1F)c1ccco1 (stereo unspecified)	/	/	-3%	-6%	-7.4%	-0.6%	4%	-2%	0%	0%
CCCCN(CCCC)CCNC(=O)CN1C(=O)CSc2ccc(S(=O)(=O)N3CCOCC3)cc21	-1	728	3%	-3%	/	/	/	-9%	/	5%
Cn1c(=O)c2c(-c3ccccc3F)c3c(nc2n(C)c1=O)-c1ccccc1C3O (stereo unspecified)	-37	719	12%	0%	-0.8%	-1.8%	4%	11%	-12%	7%
Cc1cc(C=C2C(=O)c3ccccc3C2=O)c(C)n1C	-21	455	14%	-5%	-8.9%	-2.4%	10%	-10%	6%	-2%

5 compounds from above, sorted by their value in SIAH1 antagonists, highest first.
| Molecule | SIAH1 antagonists |
| --- | --- |
| O=C(Nc1ccc2nc3n(c(=O)c2c1)CCCC3)c1ccccc1F | 4% |
| COc1ccc(NC(=O)c2ccc(C)cc2Cl)c([N+](=O)[O-])c1 | 0% |
| O=C(COc1cccc2ccccc12)N/N=C/c1ccco1 | -1% |
| CCCCN1C(=O)C2NN=C(C(=O)OC)C2C1=O (stereo unspecified) | -2% |
| Nc1nc(CSCc2ccccc2)nc(N2CCOCC2)n1 | -4% |

Next section:
SMILES	Hep lipid drop	Hep lipid drop cells 6.5 µM	AID2073	LYP inhibition	XIAP displacement	ER stress rescue	M1AAP inhibition	HEK293 NOD2/NF-kB	M17LAP inhibition	SIAH1 antagonists
Cc1nc2ccccc2c(=O)n1C1CCCCCC1	/	/	-6%	-4%	-5.5%	-0.2%	-6%	20%	-6%	0%
CC(=O)c1ccc(NC(=O)CSc2n[nH]c(-c3cccnc3)n2)cc1	-14	844	6%	-3%	/	/	/	8%	/	-1%
COCCCNC(=O)C1CC(=O)N(Cc2ccc(OC)cc2)C1 (stereo unspecified)	/	/	14%	-7%	-3.4%	-0.9%	6%	1%	5%	-1%
O=C(CCCn1c(=O)oc2ccccc21)NC1CCCCCC1	-2	660	11%	-2%	-1.3%	-6.4%	8%	-4%	1%	1%
CN1CCN(c2nc3c(c(=O)[nH]c(=O)n3C)n2CCCSc2ncccn2)CC1	/	/	10%	-3%	-1.0%	3.3%	-3%	7%	0%	2%

Looked up above.
COCCCNC(=O)C1CC(=O)N(Cc2ccc(OC)cc2)C1 (stereo unspecified) @ ER stress rescue = -0.9%
CN1CCN(c2nc3c(c(=O)[nH]c(=O)n3C)n2CCCSc2ncccn2)CC1 @ M1AAP inhibition = -3%

One compound at a time, from the list above:
Profile of COCCCNC(=O)C1CC(=O)N(Cc2ccc(OC)cc2)C1 (stereo unspecified) → Hep lipid drop: /; Hep lipid drop cells 6.5 µM: /; AID2073: 14%; LYP inhibition: -7%; XIAP displacement: -3.4%; ER stress rescue: -0.9%; M1AAP inhibition: 6%; HEK293 NOD2/NF-kB: 1%; M17LAP inhibition: 5%; SIAH1 antagonists: -1%
Profile of O=C(CCCn1c(=O)oc2ccccc21)NC1CCCCCC1 → Hep lipid drop: -2; Hep lipid drop cells 6.5 µM: 660; AID2073: 11%; LYP inhibition: -2%; XIAP displacement: -1.3%; ER stress rescue: -6.4%; M1AAP inhibition: 8%; HEK293 NOD2/NF-kB: -4%; M17LAP inhibition: 1%; SIAH1 antagonists: 1%
